Compound activity as filed in PubChem BioAssay.
Neddylation inh: inhibitors of human cullin neddylation. calls only at 25 µM. TR-FRET cullin neddylation, biochemical. actives 0.58% (n = 360,000); in the data active means inhibition above about 36%
Tb MetRS inh: blocks T. brucei methionyl-tRNA synthetase activity. purified T. brucei MetRS, ATP depletion, Kinase-Glo luminescence. inhibition, % at 11.9 µM. actives 0.4% (n = 360,000);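 active means inhibition above a per-plate cutoff of the control wells' mean inhibition plus 3 SD, cut at about 5.5% in these data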;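 further: 0% = DMSO wells median and 100% = median of wells with control inhibitor compound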
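Test system – parasite MetRS enzyme · Reagent – substrates ATP, L-methionine and bulk Escherichia coli tRNA · Doses – 11.9 µM compound single dose, 0.9% DMSO · Times – 15 min enzyme-compound preincubation, 2 h reaction, 10 min detection, 25 °C · Signal – Kinase-Glo luminescence, ATP depletion format · Controls – DMSO-only wells as low control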
FAS-TE inh: FAS thioesterase (human) inhibition; P49327; actives 0.67% (n = 360,000); recombinant FAS-TE, OMFH fluorogenic substrate, fluorescence endpoint; inhibition, % at 15 µM;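 active means compounds whose normalised, plate-corrected inhibition of enzyme fluorescence in the single-dose primary screen is 50% or more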;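 further: 0% = DMSO with enzyme and 100% = substrate without enzyme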
CSN deneddyl inh: blocks human CSN-mediated cullin deneddylation; inhibition, % at 12.5 µM; Q92905; actives 0.38% (n = 360,000); Purified CSN, SCF-Nedd8-OG deneddylation, fluorescence polarization;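 active means pattern-corrected inhibition above about 35%, with an unprinted fluorescence ratio check between 0.5 and 1.5, limit read from the data, passing the limit was not always enough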;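 further: 0% = enzyme with substrate and 100% = substrate without enzyme; some results filed as inactive read as strong as hits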
Target sequence (Q92905 whole entry, looked up, one chain of several): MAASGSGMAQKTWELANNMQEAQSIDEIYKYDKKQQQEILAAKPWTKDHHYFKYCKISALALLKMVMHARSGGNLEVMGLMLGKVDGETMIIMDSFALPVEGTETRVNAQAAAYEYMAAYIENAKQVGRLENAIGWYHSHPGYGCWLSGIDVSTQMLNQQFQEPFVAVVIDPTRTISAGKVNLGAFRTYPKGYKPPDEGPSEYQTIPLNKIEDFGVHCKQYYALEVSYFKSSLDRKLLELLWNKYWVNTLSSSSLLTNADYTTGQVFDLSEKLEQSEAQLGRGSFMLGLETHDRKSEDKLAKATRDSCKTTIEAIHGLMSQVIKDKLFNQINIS
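Schedule: reaction 90 min, room temperature / Assay system: HEK293T-derived human Csn5 enzyme / Input: Csn5 at 0.24 nM final / Measure: inhibition of Csn5 cleavage, % / Control set: substrate-only high control, full reaction low control / Technique: fluorescence polarization of the substrate / Buffer or medium: Tris/NaCl/DTT buffer, pH 7.5 / Reagent: SCFSkp2-Nedd8OG substrate at 10 nM final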
MsrA inh: inhibits bovine methionine sulfoxide reductase A; purified bovine MsrA, absorbance read-out; inhibition, % at 15.5 µM; actives 0.75% (n = 360,000); AID 651718; in the data active means inhibition above about 4.5%;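 further: 0% = vehicle wells with enzyme and 100% = reference inhibitor wells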
E coli Lon inh: E. coli protease La inhibition | actives 0.42% (n = 360,000) | inhibition, % at 7.94 µM | AID 602123 | purified E. coli Lon protease, fluorescence polarization | P0A9M0; in the data active means inhibition above about 13%, passing the limit was not always enough;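 further: 0% = enzyme with probe and DMSO and 100% = no enzyme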
Target sequence (P0A9M0 whole entry, looked up): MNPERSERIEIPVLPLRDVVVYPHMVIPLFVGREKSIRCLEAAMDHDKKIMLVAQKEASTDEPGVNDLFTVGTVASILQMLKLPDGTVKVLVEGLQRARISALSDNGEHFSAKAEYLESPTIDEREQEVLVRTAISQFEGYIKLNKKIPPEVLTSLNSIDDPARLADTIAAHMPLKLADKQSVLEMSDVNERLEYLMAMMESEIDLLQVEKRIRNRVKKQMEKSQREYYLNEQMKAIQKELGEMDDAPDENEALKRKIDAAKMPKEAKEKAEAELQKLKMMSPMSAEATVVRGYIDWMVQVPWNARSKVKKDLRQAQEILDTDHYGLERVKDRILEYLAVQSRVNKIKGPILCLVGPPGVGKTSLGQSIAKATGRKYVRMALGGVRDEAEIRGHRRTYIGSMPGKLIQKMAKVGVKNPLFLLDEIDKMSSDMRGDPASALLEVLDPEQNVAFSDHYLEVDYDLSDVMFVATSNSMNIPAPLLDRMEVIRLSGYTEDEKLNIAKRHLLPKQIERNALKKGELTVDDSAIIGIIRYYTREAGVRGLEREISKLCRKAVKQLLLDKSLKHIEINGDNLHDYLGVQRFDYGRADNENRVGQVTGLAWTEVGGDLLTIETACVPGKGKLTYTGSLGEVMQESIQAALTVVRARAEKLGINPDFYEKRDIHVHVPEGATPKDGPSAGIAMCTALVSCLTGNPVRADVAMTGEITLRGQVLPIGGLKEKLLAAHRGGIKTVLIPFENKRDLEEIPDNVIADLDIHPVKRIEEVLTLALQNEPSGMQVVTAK
Rin1 Abl inh: inhibitors of human Rin1-Abl protein interaction | actives 0.4% (n = 360,000) | inhibition, % at 7.35 µM | TR-FRET Rin1/Abl binding, biochemical | P00519+Q13671; in the data active means inhibition above about 5%, passing the limit was not always enough
MsrA act: bovine methionine sulfoxide reductase A activation; actives 0.3% (n = 360,000); purified bovine MsrA, absorbance read-out; AID 602163; activation, % at 10.6 µM; in the data active means activation above about 7.5%;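 further: 0% = vehicle and 100% = reference activator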
PABP1 MLLE inh: blocks PAM2 peptide binding to the PABP1 MLLE domain; actives 0.36% (n = 360,000); inhibition, % at 20 µM; GST-MLLE / FITC-PAM2 fluorescence polarization; in the data active means inhibition above about 35%, passing the limit was not always enough;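 further: plate controls were DMSO wells with GST-MLLE for no effect and wells lacking GST-MLLE protein for full effect; some results filed as inactive read as strong as hits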
The depositor's hits bear a star.

The first 4 records, ahead of the listing:
Screening C=CCN1C(=O)CS/C1=N/c1nccs1 returned Neddylation inh inactive, Tb MetRS inh -0.8, FAS-TE inh -5, CSN deneddyl inh -1, MsrA inh 2.1, E coli Lon inh -3, Rin1 Abl inh -4, MsrA act -2 and PABP1 MLLE inh 6.
`Cc1cc(=O)[nH]c(-c2cccs2)n1` gave Neddylation inh inactive, Tb MetRS inh 0.1, FAS-TE inh -10, CSN deneddyl inh 2, MsrA inh -0.2, E coli Lon inh -8, Rin1 Abl inh 1, MsrA act -2 and PABP1 MLLE inh -6.
Screening C=CCn1c(COc2cccc3cccnc23)nnc1SCC(=O)OC returned Neddylation inh active, Tb MetRS inh 0.5, FAS-TE inh -10, CSN deneddyl inh -4, MsrA inh -0.2, E coli Lon inh -3, Rin1 Abl inh -1, MsrA act -1 and PABP1 MLLE inh -4.
Screening COc1ccccc1NS(=O)(=O)c1cccc(C(=O)N/N=C/c2c(CO)cnc(C)c2O)c1 returned Neddylation inh active, Tb MetRS inh 0.0, FAS-TE inh 13, CSN deneddyl inh 7, MsrA inh -0.3, E coli Lon inh -67, Rin1 Abl inh -2, MsrA act -8 and PABP1 MLLE inh -44.

This part in full (from the top)
Screening C=CCN1C(=O)CS/C1=N/c1nccs1 returned Neddylation inh inactive, Tb MetRS inh -0.8, FAS-TE inh -5, CSN deneddyl inh -1, MsrA inh 2.1, E coli Lon inh -3, Rin1 Abl inh -4, MsrA act -2 and PABP1 MLLE inh 6.
`Cc1cc(=O)[nH]c(-c2cccs2)n1` gave Neddylation inh inactive, Tb MetRS inh 0.1, FAS-TE inh -10, CSN deneddyl inh 2, MsrA inh -0.2, E coli Lon inh -8, Rin1 Abl inh 1, MsrA act -2 and PABP1 MLLE inh -6.
Screening C=CCn1c(COc2cccc3cccnc23)nnc1SCC(=O)OC returned Neddylation inh active, Tb MetRS inh 0.5, FAS-TE inh -10, CSN deneddyl inh -4, MsrA inh -0.2, E coli Lon inh -3, Rin1 Abl inh -1, MsrA act -1 and PABP1 MLLE inh -4.
Screening COc1ccccc1NS(=O)(=O)c1cccc(C(=O)N/N=C/c2c(CO)cnc(C)c2O)c1 returned Neddylation inh active, Tb MetRS inh 0.0, FAS-TE inh 13, CSN deneddyl inh 7, MsrA inh -0.3, E coli Lon inh -67, Rin1 Abl inh -2, MsrA act -8 and PABP1 MLLE inh -44.
Screening Cn1cccc1Cc1nnc(SCC(=O)NCc2ccccc2)n1-c1ccc(F)cc1 returned Neddylation inh inactive, Tb MetRS inh -0.8, FAS-TE inh 0, CSN deneddyl inh 3, MsrA inh 0.0, E coli Lon inh -6, Rin1 Abl inh -1, MsrA act -1 and PABP1 MLLE inh -31.
For Cn1c(=O)c2c(SCC(=O)Nc3nccs3)nc(C3CC3)nc2n(C)c1=O the results were Neddylation inh inactive, Tb MetRS inh 0.3, FAS-TE inh -3, CSN deneddyl inh -2, MsrA inh -0.7, E coli Lon inh 3, Rin1 Abl inh 2, MsrA act 4 and PABP1 MLLE inh 4.
COc1ccc(C(=O)N=c2sc3ccccc3n2C)cc1OC was read as Neddylation inh inactive, Tb MetRS inh -0.9, FAS-TE inh 3, CSN deneddyl inh 2, MsrA inh 1.5, E coli Lon inh 13, Rin1 Abl inh -1, MsrA act -6 and PABP1 MLLE inh -10.
For C=CCn1c(=S)[nH]c2cc(C(=O)Nc3ccc(OC)c(OC)c3)ccc2c1=O the results were Neddylation inh inactive, Tb MetRS inh -0.2, FAS-TE inh -12, CSN deneddyl inh 2, MsrA inh -0.4, E coli Lon inh 2, Rin1 Abl inh 0, MsrA act 0 and PABP1 MLLE inh -117.
For C[n+]1ccccc1/C=C/c1ccc([N+](=O)[O-])cc1 the results were Neddylation inh inactive, Tb MetRS inh -0.3, FAS-TE inh -11, CSN deneddyl inh 5, MsrA inh 6.0*, E coli Lon inh 6, Rin1 Abl inh -1, MsrA act -3 and PABP1 MLLE inh -103.
Screening N#Cc1cc2c(nc1Cl)CCCC2 returned Neddylation inh inactive, Tb MetRS inh -0.3, FAS-TE inh 2, CSN deneddyl inh -2, MsrA inh 0.0, E coli Lon inh -8, Rin1 Abl inh -1, MsrA act -1 and PABP1 MLLE inh 3.
O=C1NC(c2ccc(Br)cc2)Oc2ccccc21 (stereo not drawn) was read as Neddylation inh inactive, Tb MetRS inh 0.5, FAS-TE inh 0, CSN deneddyl inh 2, MsrA inh 0.4, E coli Lon inh -5, Rin1 Abl inh 0, MsrA act -2 and PABP1 MLLE inh 7.
CC1(C(=O)OCC(=O)Nc2cccc(S(=O)(=O)NC3=NCCCCC3)c2)CC1(Cl)Cl (stereo not drawn) was read as Neddylation inh inactive, Tb MetRS inh -0.3, FAS-TE inh -3, CSN deneddyl inh 1, MsrA inh -0.5, E coli Lon inh 5, Rin1 Abl inh -5, MsrA act -5 and PABP1 MLLE inh 12.
`CCOc1ccc(S(=O)(=O)N2CCOCC2)cc1NC(=O)CSCC(=O)Nc1ccc(OC)cc1` gave Neddylation inh inactive, Tb MetRS inh -0.3, FAS-TE inh -7, CSN deneddyl inh 1, MsrA inh -0.2, E coli Lon inh -12, Rin1 Abl inh 2, MsrA act -9 and PABP1 MLLE inh 13.
`CC(=O)NS(=O)(=O)c1ccc(NC(=O)/C=C/c2ccccc2)cc1` gave Neddylation inh inactive, Tb MetRS inh 0.7, FAS-TE inh -7, CSN deneddyl inh -7, MsrA inh 3.2, E coli Lon inh -4, Rin1 Abl inh 0, MsrA act -4 and PABP1 MLLE inh 1.
Cc1cccc(NC(=O)c2nc[nH]c2C(=O)N2CCc3ccccc3C2)c1 was read as Neddylation inh inactive, Tb MetRS inh 0.5, FAS-TE inh 23, CSN deneddyl inh 1, MsrA inh 0.5, E coli Lon inh -14, Rin1 Abl inh 4, MsrA act -2 and PABP1 MLLE inh 2.
For Nn1c(SC/C=C/c2ccccc2)nnc1-c1ccncc1 the results were Neddylation inh inactive, Tb MetRS inh -1.0, FAS-TE inh -13, CSN deneddyl inh -3, MsrA inh -0.4, E coli Lon inh 4, Rin1 Abl inh -1, MsrA act 0 and PABP1 MLLE inh -101.
Nc1ccc(Cn2ccc3c4c(N)nc(N)nc4ccc32)cc1 was read as Neddylation inh inactive, Tb MetRS inh -0.2, FAS-TE inh -2, CSN deneddyl inh 39*, MsrA inh 1.5, E coli Lon inh -1, Rin1 Abl inh -10, MsrA act -6 and PABP1 MLLE inh 8.
Cc1cc(N2CCCCCC2)nc2ccccc12 was read as Neddylation inh inactive, Tb MetRS inh -0.4, FAS-TE inh 2, CSN deneddyl inh 2, MsrA inh 1.0, E coli Lon inh -1, Rin1 Abl inh 0, MsrA act -3 and PABP1 MLLE inh 2.
NC(=O)COc1ccccc1C(=O)O was read as Neddylation inh inactive, Tb MetRS inh -0.9, FAS-TE inh -5, CSN deneddyl inh 5, MsrA inh 0.5, E coli Lon inh 3, Rin1 Abl inh -3, MsrA act 1 and PABP1 MLLE inh 1.
Screening COC(C(=O)Nc1ccnn1C1CCN(Cc2cnn(C)c2)CC1)c1ccccc1 (stereo not drawn) returned Neddylation inh inactive, Tb MetRS inh -0.3, FAS-TE inh -6, CSN deneddyl inh 0, MsrA inh -0.2, E coli Lon inh -19, Rin1 Abl inh 5, MsrA act -5 and PABP1 MLLE inh -6.
`COc1ccc(N=C2NC(=O)C(CC(=O)NCCc3ccc(OC)c(OC)c3)S2)cc1` (stereo not drawn) gave Neddylation inh inactive, Tb MetRS inh 1.2, FAS-TE inh -6, CSN deneddyl inh -3, MsrA inh -1.3, E coli Lon inh -13, Rin1 Abl inh 3, MsrA act -2 and PABP1 MLLE inh -93.
Screening CCC1CCCCN1C(=O)CSc1nc2c(cnn2-c2ccc(C)cc2)c(=O)[nH]1 (stereo not drawn) returned Neddylation inh inactive, Tb MetRS inh 0.2, FAS-TE inh 3, CSN deneddyl inh 0, MsrA inh -0.6, E coli Lon inh -3, Rin1 Abl inh 2, MsrA act -3 and PABP1 MLLE inh 8.
Screening Cc1cc(C)cc(OCC(=O)NNC(=O)CC(C)c2ccccc2)c1 (stereo not drawn) returned Neddylation inh inactive, Tb MetRS inh -0.2, FAS-TE inh -4, CSN deneddyl inh -4, MsrA inh 0.3, E coli Lon inh -2, Rin1 Abl inh 0, MsrA act -3 and PABP1 MLLE inh 0.
`CCOC(=O)N1CCN(C(=O)c2noc(C(C)C)c2[N+](=O)[O-])CC1` gave Neddylation inh inactive, Tb MetRS inh -0.2, FAS-TE inh -5, CSN deneddyl inh -4, MsrA inh -0.1, E coli Lon inh 3, Rin1 Abl inh 3, MsrA act -1 and PABP1 MLLE inh -1.
For O=C(c1cccs1)N1N=C(c2ccccc2)CC1c1ccccc1 (stereo not drawn) the results were Neddylation inh inactive, Tb MetRS inh -0.6, FAS-TE inh 29, CSN deneddyl inh 1, MsrA inh 3.2, E coli Lon inh -7, Rin1 Abl inh 2, MsrA act -3 and PABP1 MLLE inh -2.
Screening Cc1ccccc1S(=O)(=O)/N=C(/c1ccccc1)N(C)C returned Neddylation inh inactive, Tb MetRS inh -0.3, FAS-TE inh -7, CSN deneddyl inh -8, MsrA inh -1.4, E coli Lon inh 8, Rin1 Abl inh 1, MsrA act -3 and PABP1 MLLE inh -7.
`COC(=O)[C@@]1(Cc2ccc(F)cc2)[C@H]2c3cc(C(=O)N(C)C)n(C[C@H](O)CO)c3C[C@H]2CN1C(=O)c1ccccc1` gave Neddylation inh inactive, Tb MetRS inh -0.3, FAS-TE inh -3, CSN deneddyl inh -5, MsrA inh 0.0, E coli Lon inh -5, Rin1 Abl inh 3, MsrA act -2 and PABP1 MLLE inh 0.
`CCCCOc1ccccc1NC(=O)Cn1c(-c2nonc2N)nc2ccccc21` gave Neddylation inh inactive, Tb MetRS inh -0.6, FAS-TE inh -7, CSN deneddyl inh 7, MsrA inh -0.6, E coli Lon inh -4, Rin1 Abl inh 0, MsrA act -4 and PABP1 MLLE inh -9.
Screening Cc1ccc(S(=O)(=O)N(C)C)cc1NC(=O)COC(=O)COc1ccc2c(C)cc(=O)oc2c1 returned Tb MetRS inh -0.1, FAS-TE inh -6, CSN deneddyl inh -2, MsrA inh 0.8, E coli Lon inh 7, Rin1 Abl inh 0, MsrA act -2 and PABP1 MLLE inh -4.
For CCOc1cc(N2CCOCC2)c(OCC)cc1NC(=O)COC(=O)CCn1c(C)csc1=O the results were Neddylation inh inactive, Tb MetRS inh -0.3, FAS-TE inh -5, CSN deneddyl inh 1, MsrA inh 1.3, E coli Lon inh 2, Rin1 Abl inh 1, MsrA act -6 and PABP1 MLLE inh 1.
Screening CC1CCCCC1NC(=O)c1cccc(N2C(=O)C3C4C=CC(C4)C3C2=O)c1 (stereo not drawn) returned Neddylation inh inactive, Tb MetRS inh 0.8, FAS-TE inh -3, CSN deneddyl inh -1, MsrA inh -0.2, E coli Lon inh -2, Rin1 Abl inh -1, MsrA act 0 and PABP1 MLLE inh 1.
COc1ccccc1N1CCN(C(=O)c2ccncc2)CC1 was read as Neddylation inh inactive, Tb MetRS inh -0.6, FAS-TE inh -5, CSN deneddyl inh -1, MsrA inh -0.8, E coli Lon inh -10, Rin1 Abl inh -5, MsrA act -6 and PABP1 MLLE inh 5.
For O=P(OCC1CC1)(c1ccccc1)c1ccccc1 the results were Neddylation inh inactive, Tb MetRS inh -0.7, FAS-TE inh -9, CSN deneddyl inh 3, MsrA inh 0.7, E coli Lon inh -10, Rin1 Abl inh 0, MsrA act -2 and PABP1 MLLE inh 3.
